BH1578 lux ind – induces V. cholerae light production without autoinducers; V. cholerae BH1578 lux reporter, luminescence, 6 h; activation, % at 18.7 µM; actives 0.16% (n = 350,000); in the data active = activation mostly above about 9.7%, no sharp cut-off; inconclusive = no clear call, values can overlap the other calls; inactive = mostly below about 3.7%; note: not every result past the cut was called active; inactives centre near 0; reference of the scale not given here
PfHsp40 yeast – restores yeast growth despite PfHsp40 toxicity; S. cerevisiae expressing PfHsp40, growth rescue, ATP luminescence; growth rescue, % at 12.5 µM; actives 0.68% (n = 340,000); AID 504582; in the data active = growth rescue above about 28%, passing the limit was not always enough; inconclusive = no clear call, values can overlap the other calls;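 note: yeast W303a lacking pdr1 and pdr3 grown in galactose medium; growth measured after three days at 30 °C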
SSB-PriA inh – blocks PriA binding to SSB C-terminal tail; AlphaScreen SSBct-PriA binding, biotinylated peptide; inhibition, % at 33 µM; actives 0.6% (n = 430,000); AID 1272365; in the data active = inhibition mostly above about 37%, no sharp cut-off; inactive = mostly below about 20%;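 note: plate controls were negative control peptide for no effect and reference peptide for full effect; strong numbers were not always called active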
Anthrax LF prot – blocks Bacillus anthracis lethal factor protease. actives 0.12% (n = 360,000). inhibition, % at 10 µM. multiplex microsphere protease cleavage assay, LF; note: plate controls were buffer without enzyme for full effect and enzyme alone for no effect
Target sequence (P15917 whole entry, looked up): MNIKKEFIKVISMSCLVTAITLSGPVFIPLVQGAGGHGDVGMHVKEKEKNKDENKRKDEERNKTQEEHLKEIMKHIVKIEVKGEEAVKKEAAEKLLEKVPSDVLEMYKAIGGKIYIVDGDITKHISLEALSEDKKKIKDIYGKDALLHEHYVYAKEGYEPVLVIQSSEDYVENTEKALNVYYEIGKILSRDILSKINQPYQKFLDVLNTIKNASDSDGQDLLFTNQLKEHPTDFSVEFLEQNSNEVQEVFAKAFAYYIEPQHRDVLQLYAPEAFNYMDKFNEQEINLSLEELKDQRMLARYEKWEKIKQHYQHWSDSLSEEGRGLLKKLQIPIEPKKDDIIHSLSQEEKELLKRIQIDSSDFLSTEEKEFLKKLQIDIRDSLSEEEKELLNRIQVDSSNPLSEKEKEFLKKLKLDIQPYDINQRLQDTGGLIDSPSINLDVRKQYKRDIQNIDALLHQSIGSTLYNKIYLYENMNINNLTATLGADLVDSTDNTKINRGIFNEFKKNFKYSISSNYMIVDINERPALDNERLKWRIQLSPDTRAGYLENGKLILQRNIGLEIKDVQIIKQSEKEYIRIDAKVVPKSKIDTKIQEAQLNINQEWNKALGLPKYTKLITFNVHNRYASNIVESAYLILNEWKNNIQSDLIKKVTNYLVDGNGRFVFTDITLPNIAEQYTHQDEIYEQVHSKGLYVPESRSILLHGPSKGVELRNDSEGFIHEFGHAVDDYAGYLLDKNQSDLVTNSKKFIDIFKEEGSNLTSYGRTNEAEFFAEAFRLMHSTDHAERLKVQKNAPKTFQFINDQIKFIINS
3CLpro inhibitor – SARS-CoV 3CLpro protease inhibition. P0C6X7. recombinant SARS-CoV 3CLpro, quenched FRET peptide cleavage. inhibition, % at 6 µM. actives 0.14% (n = 290,000); in the data active = inhibition above about 12%
CCHF vOTU inh – blocks the CCHF virus ovarian tumor domain protease. actives 0.55% (n = 370,000). inhibition, % at 11.5 µM. AID 651958. CCHFV vOTU protease, Pep-AMC fluorescence; in the data active = inhibition above about 30%; note: 0% = vehicle wells with enzyme and 100% = no enzyme wells
TcdB inh – TcdB glycohydrolase inhibition; P18177; TcdB glycohydrolase enzymatic assay, plate reader; inhibition, % at 9.99 µM; actives 0.24% (n = 350,000); AID 652162; in the data active = inhibition above about 10%
BoNT A protease – inhibitors of Botulinum neurotoxin A light chain protease; multiplex microsphere protease substrate cleavage, flow cytometry; inhibition, % at 10 µM; actives 0.17% (n = 360,000); AID 588499; note: plate controls were buffer without enzyme for full effect and enzyme alone for no effect
Yp Topo-I inh – Y. pestis Topo-I inhibition via cleavage products; Y. pestis Topo-I cleavage product accumulation, plate reader; activity, % at 10 µM; actives 0.064% (n = 360,000); in the data active = activity above about 50%, passing the limit was not always enough; inconclusive = no clear call, values can overlap the other calls; note: inactives centre near 2
DUSP3 inh – inhibitors of human VHR1 phosphatase (DUSP3) | recombinant VHR phosphatase, pNPP absorbance | inhibition, % at 13.3 µM | actives 0.52% (n = 290,000); in the data active = inhibition above about 50%; note: some compounds called inactive have numbers as strong as hits
Target sequence (P51452 whole entry, looked up): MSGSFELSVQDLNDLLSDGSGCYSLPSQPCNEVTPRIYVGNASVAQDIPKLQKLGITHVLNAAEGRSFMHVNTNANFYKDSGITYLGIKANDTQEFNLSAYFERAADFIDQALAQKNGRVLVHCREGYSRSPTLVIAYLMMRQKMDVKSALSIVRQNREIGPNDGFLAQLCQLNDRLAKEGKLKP
Starred values were filed as active, the others as inactive; i = inactive; u = inconclusive; x = no result given; & = joins results of further samples. Cut-off read from the data, not from the text of the source, unless noted: active = inhibition above about 30%; inconclusive = no clear call, values can overlap the other calls; inactive = below that. An excerpt (hit frequency here may not be typical).

| # | smiles | BH1578 lux ind | PfHsp40 yeast | SSB-PriA inh | Anthrax LF prot | 3CLpro inhibitor | CCHF vOTU inh | TcdB inh | BoNT A protease | Yp Topo-I inh | DUSP3 inh |
| --- | --- | --- | --- | --- | --- | --- | --- | --- | --- | --- | --- |
| 1 | CCC1Sc2ccc(S(=O)(=O)CCC(=O)Nc3ccc(NC(C)=O)cc3)cc2NC1=O (stereo unspecified) | 6.2 | -0.1 | -8 | -1 | 4 | -7 | 0.8 | 0.1 | 0 | -7 |
| 2 | CSCCC(NC(=O)c1cccc([N+](=O)[O-])c1)c1nc2ccccc2[nH]1 (stereo unspecified) | -0.2 | 1.6 | -2 | -3 | 0 | 6 | 1.2 | 0.5 | -5 | 28 |
| 3 | O=C(CCNS(=O)(=O)c1ccccc1C(F)(F)F)NNC(=O)c1csc(N2CCOCC2)n1 | i | 0.3 | 0 | 1 | x | -3 | 0.4 | 0.9 | 1 | x |
| 4 | c1ccc(CCNc2ncnc3ccccc23)cc1 | i | -1.1 | -5 | -1 | 2 | 9 | 1.0 | 0.3 | -6 | -10 |
| 5 | COc1ccc(-c2cn(CCO)c(-c3ccc(Cl)nc3)n2)cc1 | -2.2 | -1.0 | 5 | -11 | x | -8 | 1.1 | -0.9 | -5 | x |
| 6 | CCCN1C(=O)/C(=C/c2ccc(OCc3ccc(C(=O)O)cc3)c(OC)c2)NC1=S | -0.6 | x | -4 | x | x | -11 | -2.1 | x | 0 | x |
| 7 | COc1ccc(OC)c(NCc2nnc(-c3ccccc3)o2)c1 | -0.4 | 0.6 | 17 | -10 | 6 | 18 | -0.9 | -3.2 | -7 | 28 |
| 8 | CC(=O)N1c2ccc3ccccc3c2C(C)CC12CCCCC2 (stereo unspecified) | x | 4.4 | -1 | -5 | 3 | -1 | x | 0.0 | 16 | -11 |
| 9 | Cc1cccc(NC(=O)NCC(c2ccc(F)cc2)N2CCN(C)CC2)c1 (stereo unspecified) | -0.5 | -0.4 | -1 | -4 | 1 | -2 | -0.8 | -1.7 | -8 | -26 |
| 10 | CSc1ccc(CN2CCc3c([nH]c4ccccc34)C2)cc1 | -0.3 | 1.7 | 19 | -1 | 8 | 0 | 1.3 | -2.2 | -5 | 13 |
| 11 | CCOc1ccc(CCN2C(=S)N([C@@H](Cc3ccc(O)cc3)CN3CCC[C@@H]3CN3C(=S)NC[C@@H]3CC(C)C)C[C@@H]2Cc2ccccc2)cc1 | x | x | x | 4 | x | 10 | 0.3 | -0.8 | x | x |
| 12 | CC1CCc2nc(/C(C#N)=C/c3ccncc3)sc2C1 (stereo unspecified) | i | -0.7 | 11 | 1 | 0 | -10 | 2.0 | 0.5 | 0 | 48 |
| 13 | CS(=O)(=O)c1ccc(C(=O)Nc2ccccc2N2CCOCC2)c(Cl)c1 | -0.2 | -1.3 | -18 | -2 | 0 | -1 | 0.2 | -0.4 | -3 | 1 |
| 14 | CCC(C(=O)OCC(=O)NCc1ccc2c(c1)OCO2)c1ccccc1 (stereo unspecified) | i | -0.6 | 2 | -5 | x | 3 | 0.7 | -0.5 | 14 | x |
| 15 | O=C(CN1CCN(c2ccccc2)CC1)Nc1cccc([N+](=O)[O-])c1 | -0.2 | -1.9 | 8 | 0 | -1 | -8 | -1.7 | 0.3 | 11 | 22 |
| 16 | COc1ccccc1NS(=O)(=O)c1cc(NC(=O)CCc2nc3ccccc3c(=O)[nH]2)ccc1C | -0.8 | 0.5 | 0 | -2 | x | 5 | 0.0 | -0.1 | 2 | x |
| 17 | COc1ccc(/C=C/C(O)=C2/C(=O)N(C)C3(C)CC2c2ccccc2O3)cc1 (stereo unspecified) | 1.0 | 1.4 | -1 | -3 | 3 | -10 | x | 0.5 | 3 | 7 |
| 18 | Cc1cc(C)nc(CCNC(=O)C2CCC(=O)N(Cc3ccccc3F)C2)n1 (stereo unspecified) | i | 0.5 | -10 | -1 | 6 | 2 | -2.7 | 1.3 | 7 | 2 |
| 19 | CSc1ncccc1C(=O)OCC(=O)NC(C)CCc1ccccc1 (stereo unspecified) | i | 1.9 | -12 | 2 | x | 8 | 1.6 | -0.2 | 15 | x |
| 20 | CCc1ccc(NC(=O)C(NS(=O)(=O)c2cccc3nsnc23)c2ccccc2)cc1 (stereo unspecified) | -0.2 | 2.3 | 24 | -2 | 1 | 17 | x | -0.3 | 6 | 9 |
| 21 | Cc1ccc(S(=O)(=O)Nc2ccc3c(c2)C(=O)N([C@@H](C)CO)C[C@@H](C)[C@@H](CN(C)CC2CC2)OCCCC[C@@H](C)O3)cc1 | 2.3 | x | x | 9 | x | -9 | 0.1&-3.4 | -0.1 | 17 | x |
| 22 | ClC1(Cl)CC1Cn1cnc2ccccc21 (stereo unspecified) | -0.4 | 1.7 | -12&-11 | 6 | 3 | 17 | 0.0 | 0.4 | -9 | 9 |
| 23 | CCN(Cc1nc2ccccc2c(=O)[nH]1)C(=O)c1cc2c(s1)CCCCC2 | i | -1.5 | -5 | 2 | x | -6 | 1.4 | -0.1 | 1 | x |
| 24 | CC(C)CC(CO)N1CCN(C(=O)c2ccccc2)CCC1=O (stereo unspecified) | i | -0.9 | 0 | -11 | x | -1 | 1.9 | -0.8 | 6 | x |
| 25 | Oc1ccccc1CNc1cnc2ccccc2c1 | -0.5 | 0.7 | -9 | -4 | -1 | -31 | 0.2 | -0.9 | 1 | 26 |
| 26 | Cc1n[nH]c(=O)c2c(NC(=O)CSc3nc4ccccc4c(=O)n3CCCO)oc(C)c12 | -0.3 | -0.1 | -5 | 0 | 2 | 12 | -0.7 | 0.5 | 2 | 1 |
| 27 | CCCCOC(=O)c1ccc(NC(=O)C(=O)NCC2CCCO2)cc1 (stereo unspecified) | i | -1.1 | -15 | -2 | 7 | -4 | x | 0.2 | 2 | 13 |
| 28 | CCc1nnc(NC(=O)CCc2c[nH]c3ccccc23)s1 | i | 0.4 | 2 | -8 | 2 | 3 | 1.2 | -1.2 | -14 | 18 |
| 29 | O=C1CCC/C(=N\NC(=O)c2ccc(COc3ccccc3-c3ccccc3)cc2)C1 | 0.4 | 0.8 | x | -6 | 8 | 3 | 0.5 | -1.7 | 28 | 7 |
| 30 | COc1ccccc1-c1nc(C#N)c(N2CCN(c3cccc(Cl)c3)CC2)o1 | -0.2 | 1.7 | 24 | -6 | 1 | x | 1.1 | -5.1 | 24 | 38 |
| 31 | Cc1ccc(S(=O)(=O)N2CCC(C(=O)NC3CC(C)(C)NC(C)(C)C3)CC2)cc1C | -0.8 | -0.1 | -2 | 3 | -2 | -15 | -5.0 | 3.1 | -10 | 24 |
| 32 | COc1ccc(CCNC(=O)CCC(=O)Nc2ccc3nc(N4CCN(C)CC4)cc(C)c3c2)cc1OC | -0.4 | 0.0 | 4 | -4 | -1 | -18 | 1.0 | -0.1 | -2 | 18 |
| 33 | CC12CCC(C(=O)N(NC(=O)c3ccc(O)cc3)C1=O)C2(C)C (stereo unspecified) | i | -0.3 | -2 | -1 | -1 | -7 | 1.2 | 0.1 | 1 | 10 |
| 34 | COc1cccc(-c2nc(NC(C)C)c3ccccc3n2)c1O | i | 0.1 | 15 | -6 | 4 | 13 | x | -3.7 | -14 | 14 |
| 35 | CCC(CC)C(=O)N1CCN(Cc2nc3ccccc3c(=O)[nH]2)CC1 | i | -0.2 | -22 | -2 | 2 | 5 | -0.2 | -1.0 | -10 | 30 |
| 36 | CCOCCCNC(=O)C1CCC(CNS(=O)(=O)c2ccc(Cl)cc2)CC1 (stereo unspecified) | 0.0 | 0.7 | -7 | 0 | 4 | 7 | 1.5 | -0.2 | -6 | 2 |
| 37 | COc1cc(NC(=O)C2CC2)c(OC)cc1NC(=O)CCC(=O)NC1CCN(Cc2ccccc2)CC1 | -0.2 | -1.6 | -19 | -2 | 3 | 19 | 0.0 | 0.6 | 1 | 26 |
| 38 | COc1cccc(NC(=S)NC2CC(C)CC(C)(C)C2)c1 (stereo unspecified) | -0.3 | x | x | -3 | x | 18 | -8.0 | -0.5 | -7 | x |
| 39 | N#Cc1nccnc1N1CCN(C(=O)Nc2ccccc2)CC1 | -0.5 | -1.4 | -1 | 2 | -2 | -8 | 0.2 | u | 0 | 37 |
| 40 | C[C@H](CO)N1C[C@H](C)[C@@H](CN(C)Cc2ccccc2C(=O)O)OCc2cnnn2CCCC1=O | -0.3 | x | x | -4 | x | -3 | 0.7&-2.2 | 0.1 | 8 | x |
| 41 | CC(C)CN1C(=O)/C(=C/c2ccco2)NC1=S | i | 0.8 | 0 | -4 | -1 | 2 | -0.4 | 3.3 | -7 | 27 |
| 42 | COc1cccc(CC(=O)N(C)C2CCCN(Cc3ccccc3F)C2)c1 (stereo unspecified) | -0.1 | 0.1 | -6 | 4 | 4 | 17 | -3.6 | 0.6 | 19 | 2 |
| 43 | O=C(CSc1ncn[nH]1)Nc1nnc(-c2ccccc2)s1 | -0.2 | -0.8 | -16 | 9 | -2 | x | x | 0.8 | -6 | -17 |
| 44 | COC(=O)CC1Oc2ccccc2N(Cc2ccccc2)C1=O (stereo unspecified) | -0.2 | 0.0 | -26 | 2 | 0 | -5 | -0.3 | -0.8 | 13 | 28 |
| 45 | CCOc1cc(NC(=S)N2CCC(C(N)=O)CC2)c(C(=O)OC)cc1OCC | i | 0.3 | -21 | -2 | -1 | -13 | -3.0 | -0.7 | 10 | 12 |
| 46 | COC(=O)c1c(C)cccc1C1CN=NC12Cc1ccccc1C2=O (stereo unspecified) | i | -0.5 | 2 | 2 | x | -11 | 1.5 | -0.2 | -8 | x |
| 47 | C=C(C1=CCN(S(=O)C(C)(C)C)[C@H]1CCO)c1ccccc1 (stereo partly specified) | i | 0.5 | -2 | -4 | x | -5 | 0.9 | 0.0 | 5 | x |
| 48 | CC(=O)CSc1cc(C)nc2c(-c3ccccc3)c(C)nn12 | -0.4 | 0.0 | -6 | -16 | 1 | -2 | 1.2 | -4.0 | -8 | 0 |

An excerpt of these results, screen by screen:
47) C=C(C1=CCN(S(=O)C(C)(C)C)[C@H]1CCO)c1ccccc1 (stereo partly specified)
48) CC(=O)CSc1cc(C)nc2c(-c3ccccc3)c(C)nn12
entry no.	47	48
BH1578 lux ind	i	-0.4
PfHsp40 yeast	0.5	0.0
SSB-PriA inh	-2	-6
Anthrax LF prot	-4	-16
3CLpro inhibitor	x	1
CCHF vOTU inh	-5	-2
TcdB inh	0.9	1.2
BoNT A protease	0.0	-4.0
Yp Topo-I inh	5	-8
DUSP3 inh	x	0

Just 3CLpro inhibitor and BoNT A protease, for some of the entries so far:
#	SMILES	3CLpro inhibitor	BoNT A protease
20	CCc1ccc(NC(=O)C(NS(=O)(=O)c2cccc3nsnc23)c2ccccc2)cc1 (stereo unspecified)	1	-0.3
23	CCN(Cc1nc2ccccc2c(=O)[nH]1)C(=O)c1cc2c(s1)CCCCC2	x	-0.1
7	COc1ccc(OC)c(NCc2nnc(-c3ccccc3)o2)c1	6	-3.2
38	COc1cccc(NC(=S)NC2CC(C)CC(C)(C)C2)c1 (stereo unspecified)	x	-0.5

(continued)
| # | smiles | BH1578 lux ind | PfHsp40 yeast | SSB-PriA inh | Anthrax LF prot | 3CLpro inhibitor | CCHF vOTU inh | TcdB inh | BoNT A protease | Yp Topo-I inh | DUSP3 inh |
| --- | --- | --- | --- | --- | --- | --- | --- | --- | --- | --- | --- |
| 49 | COc1cccc(NC(=O)CN(C)C(=O)c2ccc(COc3ccccc3)cc2)c1 | -1.4 | 2.1 | 5 | -3 | x | 2 | 1.3 | -0.8 | 29 | x |
| 50 | CC(=NCc1cccnc1)C1=C(O)c2ccccc2C1=O | x | -0.5 | -7 | -1 | -8 | 29 | x | -0.2 | 1 | 12 |
| 51 | CCc1cc(=O)oc2c(C)c(OCC(=O)NCCN3CCOCC3)ccc12 | -0.4 | 13 | 2 | -1 | 0 | -6 | 0.8 | -3.1 | 1 | 28 |
| 52 | CC(=O)c1c(N2CCN(C)CC2)nc(=S)n(Cc2ccccc2)c1C | i | 0.1 | -7 | 1 | 0 | -13 | 5.5 | 10 | 3 | -11 |
| 53 | O=C(NNC(=O)c1ccccc1O)c1cccc(Br)c1 | -0.6 | -0.3 | -15 | -18 | -1 | -1 | -0.8 | -1.7 | -4 | 13 |

Screens from PubChem.
